APJ agonist = APJ receptor agonism. P35414. AID 2520. CHO-K1 APJ PathHunter beta-arrestin, luminescence; 0% DMSO wells, 100% apelin. 330,000 tested, 0.11% active. activation, % at 20 µM;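 active = activation more than six SD over the plate average, tested at 20 µM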;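 note: 0% = DMSO alone and 100% = apelin-13 at 10 nM; some results filed as inactive read as strong as hits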
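Assay system: CHO-K1 APJ beta-arrestin complementation cell line / Compound: single test compound dose, 20 µM final, 1% DMSO / Times: overnight seeding, 90 min compound at 25 °C, 1 h detection / Technique: beta-gal luminescence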
ATG4B inhibitor = blocks human ATG4B protease cleavage of LC3 substrate; Q9Y4P1; ATG4B cleavage of LC3-PLA2, NBD-HPC fluorescence, 1 h; inhibition, % at 8.33 µM; 340,000 tested, 0.51% active; AID 504462; in the data active = inhibition above about 40%
Target sequence (Q9Y4P1 whole entry, looked up): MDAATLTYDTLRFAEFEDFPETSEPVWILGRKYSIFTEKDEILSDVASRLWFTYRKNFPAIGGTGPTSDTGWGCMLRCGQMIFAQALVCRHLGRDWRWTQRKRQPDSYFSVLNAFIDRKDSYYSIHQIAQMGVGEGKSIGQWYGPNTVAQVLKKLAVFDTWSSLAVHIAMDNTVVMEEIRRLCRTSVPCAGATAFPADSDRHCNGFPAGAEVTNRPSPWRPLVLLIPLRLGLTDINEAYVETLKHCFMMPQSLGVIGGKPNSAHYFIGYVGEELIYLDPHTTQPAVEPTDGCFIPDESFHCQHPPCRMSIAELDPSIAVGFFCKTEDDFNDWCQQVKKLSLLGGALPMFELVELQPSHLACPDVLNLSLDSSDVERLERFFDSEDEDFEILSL
EBI2 antag = EBI2 (human) antagonism | EBI2 beta-arrestin recruitment, luminescence, 7a,25-OHC stimulated | inhibition, % at 5 µM | 360,000 tested, 0.81% active | AID 651636; in the data active = inhibition above about 38%;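 note: enzyme fragment complementation signal reports receptor beta-arrestin coupling in cells; 0% = agonist plus DMSO wells and 100% = wells without agonist; some results beyond the cut were filed as inactive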
Target sequence (P32249 whole entry, looked up, the tested form may be a part): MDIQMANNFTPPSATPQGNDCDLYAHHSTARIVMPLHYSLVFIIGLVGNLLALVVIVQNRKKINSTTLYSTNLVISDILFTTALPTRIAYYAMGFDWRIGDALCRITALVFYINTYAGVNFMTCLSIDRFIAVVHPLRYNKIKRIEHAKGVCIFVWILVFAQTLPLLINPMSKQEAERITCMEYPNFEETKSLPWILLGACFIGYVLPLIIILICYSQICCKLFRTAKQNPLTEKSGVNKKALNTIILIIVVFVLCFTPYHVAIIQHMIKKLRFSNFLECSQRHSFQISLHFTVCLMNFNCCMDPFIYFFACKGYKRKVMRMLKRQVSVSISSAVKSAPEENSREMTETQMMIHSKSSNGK
UBC13 polyUb = inhibitors of human UBC13 polyubiquitin chain formation | AID 485273 | TR-FRET | P61088 | inhibition, % at 20 µM | 330,000 tested, 0.47% active; in the data active = inhibition above about 45%, passing the limit was not always enough
Target sequence (P61088 whole entry, looked up): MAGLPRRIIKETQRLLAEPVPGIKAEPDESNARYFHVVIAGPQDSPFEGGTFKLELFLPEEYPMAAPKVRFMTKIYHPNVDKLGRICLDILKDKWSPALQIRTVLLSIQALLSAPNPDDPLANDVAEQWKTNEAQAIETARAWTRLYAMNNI
CXCR6 inh = inhibitors of human CXCR6 receptor | O00574 | CHO-K1 PathHunter CXCR6 beta-arrestin, luminescence | inhibition, % at 20 µM | 360,000 tested, 0.36% active | AID 602244; in the data active = inhibition above about 34%, passing the limit was not always enough;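 note: antagonist mode with CXCL16 agonist at 10 nM final; 0% = 10 nM CXCL16 with DMSO and 100% = unstimulated wells without agonist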
Gli-Sufu antag = Gli-Sufu pathway antagonism; Sufu-KO-LIGHT fibroblasts, Gli luciferase reporter luminescence; inhibition, % at 5 µM; 340,000 tested, 0.74% active;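 active = inhibition above about 55%, limit read from the data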;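 note: 0% = DMSO-treated cells and 100% = wells with medium but no cells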
APJ antagonist = antagonists of human APJ apelin receptor; 330,000 tested, 0.32% active; inhibition, % at 20 µM; AID 2521; CHO-K1 APJ beta-arrestin complementation, luminescence;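 active = inhibition above about 40% at 20 µM, limit read from the data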;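 note: cells challenged with 10 nM apelin-13 agonist together with compound; plate controls were apelin-13 plus DMSO wells for no effect and DMSO wells lacking apelin-13 for full effect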
CCR6 antagonist = blocks CCL20-driven beta-arrestin recruitment at human CCR6; P51684; CHO-K1 CCR6 PathHunter beta-arrestin, luminescence, CCL20-stimulated; inhibition, % at 20 µM; 340,000 tested, 0.49% active; AID 493098;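 active = compounds whose inhibition of the agonist-driven luminescence signal at 20 µM reaches about 50%, limit read from the data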;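 note: cells stimulated with CCL20 at 14 nM final; plate controls were DMSO with CCL20 for no effect and DMSO without agonist for full effect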
* hit, by the source's call; / = no result given. Hits appear at their usual frequency (roughly 3% active in at least one column).

SMILES | APJ agonist | ATG4B inhibitor | EBI2 antag | UBC13 polyUb | CXCR6 inh | Gli-Sufu antag | APJ antagonist | CCR6 antagonist
COc1cc(C2C(C(=O)c3ccco3)=C(O)C(=O)N2CCc2ccccc2)ccc1O (stereo unspecified) | -1 | -20 | 3 | 6 | -10 | 8 | 14 | 17
O=C1C2C(c3ccccc3)C=CC(c3ccccc3)C2C(=O)N1c1cccnc1 (stereo unspecified) | -4 | -12 | -10 | -32 | 2 | -2 | 12 | 12
Cc1cc(=O)[nH]c(SCc2nc3ncccn3c2Br)n1 | -3 | -7 | -11 | 11 | -2 | 2 | 12 | 2
CN1CCN(S(=O)(=O)c2ccc(NC(=O)COc3ccccc3)cc2)CC1 | -3 | 5 | 6 | -5 | 13 | -8 | 0 | -11
O=C(COc1ccc(-c2nnco2)cc1)NC1CCS(=O)(=O)C1 (stereo unspecified) | -1 | 5 | -23 | 2 | 12 | -9 | -14 | 7
Cc1onc(-c2c(Cl)cccc2Cl)c1C(=O)NC1CCCCC1 | -4 | 1 | -13 | 2 | 8 | 36 | 3 | 13
C=CCC1NS(=O)(=O)OC(CCc2ccccc2)C1O (stereo unspecified) | 5 | -1 | -14 | -1 | 1 | -7 | 4 | 3
COc1ccc(C2/C(=C(/O)c3ccc4c(c3)CC(C)O4)C(=O)C(=O)N2CCCN2CCOCC2)cc1OC (stereo unspecified) | 11 | 0 | -13 | -2 | 6 | -12 | -8 | 2
CCCCn1c(N)c(N(CCOC)C(=O)c2ccco2)c(=O)[nH]c1=O | -2 | -1 | 0 | -4 | 6 | 3 | -1 | -6
CC(=O)c1cccc(N(C(=O)c2ccco2)C(C(=O)NC2CCCC2)c2cccs2)c1 (stereo unspecified) | -1 | 4 | -3 | 7 | 2 | 18 | 3 | 10
CC(=O)Oc1ccc(NC(=O)Cc2ccccc2)cc1 | -2 | -6 | 8 | -3 | -1 | -1 | 21 | 0
CC(C)CCN1CCC(n2nccc2NC(=O)c2ccc3c(c2)OCO3)CC1 | -5 | 0 | -8 | 6 | 2 | -11 | 19 | 7
O=C(CSc1nnc2ccc(-c3ccncc3)nn12)Nc1ccc(F)cc1 | 10 | -11 | -20 | -9 | -4 | 4 | 2 | -9
Cc1ccc(CNC(=O)CSCc2ccccc2F)cc1 | -2 | -1 | 0 | 1 | -5 | -21 | 0 | 15
CCOC(=O)N1C2C=CC(C2)N1C(=O)OCC | / | -4 | 7 | / | 1 | 6 | / | -4
Cc1c(C)n2c(SCC(=O)Nc3ccc4c(c3)OCCO4)nnc2[nH]c1=O | 1 | 0 | -1 | -6 | 0 | -19 | -10 | 2
COc1cc2c(c(O)c1OC)-c1c(cc(OC)c(OC)c1OC)C[C@@H](C)[C@@H](C)C2 | 0 | 5 | 13 | -6 | -12 | 3 | 17 | 20
Cc1cc(C)n(C(=O)C(C)n2nc([N+](=O)[O-])c(Br)c2C)n1 (stereo unspecified) | -1 | 2 | -11 | 6 | 1 | 9 | 9 | -17
Cc1cc(C)n(Cc2ccc(C(=O)O)o2)n1 | -1 | -9 | -1 | 7 | -1 | -4 | 10 | -11
CCOC(=O)N1CCN(S(=O)(=O)c2ccc(C(=O)Nc3sc4c(c3C#N)CCC4)cc2)CC1 | -2 | -2 | 9 | -18 | 8 | 12 | 7 | 27
CC(=O)C1=C(Nc2ccc(C)cc2)CC(C)(O)C(C(C)=O)C1c1ccco1 (stereo unspecified) | 2 | -12 | -2 | -6 | -11 | 6 | 4 | 10
CCOc1[nH]n(-c2ccc(Cl)cc2)c(=O)c1C=Nc1ccc(OC)cc1 | -4 | -5 | 28 | 2 | 8 | 4 | 2 | 15
COc1ccc(C(=O)C[n+]2cccc(C)c2)cc1 | 0 | 6 | -14 | -5 | 0 | -2 | 0 | 2
O=[N+]([O-])c1nn(-c2ccc(Cl)cc2)n(O)c1=NCc1ccccc1 | 3 | -6 | 5 | -12 | -19 | -6 | -17 | -15
CC1=CS/C(=C(/C#N)C(=O)N2CCOCC2)N1c1ccccc1 | -1 | -7 | -15 | -4 | 4 | -21 | 10 | -9

Single entries from the entries so far.
O=C(CSc1nnc2ccc(-c3ccncc3)nn12)Nc1ccc(F)cc1 – ATG4B inhibitor: -11
CCOc1[nH]n(-c2ccc(Cl)cc2)c(=O)c1C=Nc1ccc(OC)cc1 – ATG4B inhibitor: -5
O=[N+]([O-])c1nn(-c2ccc(Cl)cc2)n(O)c1=NCc1ccccc1 – UBC13 polyUb: -12

Further entries.
SMILES | APJ agonist | ATG4B inhibitor | EBI2 antag | UBC13 polyUb | CXCR6 inh | Gli-Sufu antag | APJ antagonist | CCR6 antagonist
Cc1[nH]n(-c2ccc(F)cc2)c(=O)c1/C=N/c1sc2c(c1C#N)CCCC2 | 0 | 2 | -8 | -13 | 8 | 10 | 20 | 29
Cc1c(-c2ccccc2)c(=O)oc2cc(O)ccc12 | 5 | -2 | 1 | 15 | -19 | -8 | 14 | 7
O=C(NCc1nnc(SCC(=O)N2CCCCC2)o1)c1ccc(F)cc1 | -6 | 5 | -14 | 4 | 3 | -6 | -7 | 2
COc1ccccc1N1CCN(/N=C/c2ccccc2C(=O)O)CC1 | -1 | -3 | 3 | -4 | 4 | -6 | 10 | 6
COCCN(C(=O)Cc1cccs1)C(C(=O)NCc1ccc(OC)cc1)c1ccc(C)cc1 (stereo unspecified) | -5 | -8 | 5 | 2 | -7 | 8 | -7 | 24
Cc1cccc(-n2c(SCC(N)=O)nnc2-c2ccco2)c1 | -1 | 1 | -1 | 0 | 0 | -8 | 16 | 8
CSCCC(NC(=O)c1cc(C)oc1C)C(=O)O (stereo unspecified) | -4 | -1 | -6 | 7 | -4 | -3 | 7 | 5
COc1ccc(C(c2sc3nc(C)nn3c2O)N2CC(C)OC(C)C2)cc1OC (stereo unspecified) | -2 | -15 | 6 | 2 | 4 | -5 | 8 | 6
COc1ccc(CCNC(=O)c2nnn(-c3ccc4c(c3)OCCO4)c2N)cc1OC | 0 | -7 | -5 | 6 | 2 | 49 | -3 | 2
O=C(O)c1ccccc1Nc1cccc(C(F)(F)F)c1 | -2 | 2 | 0 | -1 | -1 | 0 | 6 | -1
CC(=O)C1C(c2ccc(O)cc2)NC(=O)NC1(O)C(F)(F)F (stereo unspecified) | -1 | -3 | 2 | 6 | -4 | 6 | 12 | 9
COc1ccc(-n2c(Cc3cccn3C)nnc2SCC(=O)Nc2ccccc2F)cc1 | -1 | 4 | 36 | -10 | -1 | -26 | -51 | 16
Cc1ccc(S(=O)(=O)N2CCC(C(=O)N[C@@H](C)C(=O)Nc3ccc4c(c3)OCO4)CC2)cc1 | -2 | -11 | -4 | -3 | -8 | 53 | 8 | 17
O=C(CSCC(=O)OCn1nnc2ccccc2c1=O)Nc1ccc(Cl)cc1 | -3 | 9 | 0 | 9 | -9 | -32 | 9 | 4
OC1(c2ccc(Cl)cc2)CCN(Cc2c[nH]c3ccccc23)CC1 | 12 | 0 | -18 | 11 | -2 | -5 | 31 | 6
O=C(CSc1ccccc1)N[C@@H](Cc1ccccc1)C(=O)O | 4 | 6 | -3 | -1 | -2 | 0 | -3 | 1
Cn1c(=O)cc(OCC(=O)NCc2cccnc2)c2ccccc21 | -4 | 6 | 0 | 12 | -3 | 5 | 6 | -3
CCn1ncc([N+](=O)[O-])c1C(=O)Nc1ccc(C(=O)N2CCCCC2)cc1 | -4 | -4 | -5 | 6 | -1 | -2 | 13 | -3
O=C(CSc1nnc(Nc2ccccc2)s1)NC1CCS(=O)(=O)C1 (stereo unspecified) | 0 | 5 | 2 | -10 | -3 | -12 | 0 | 11
COc1ccc(CNC(=O)C/C(C)=N/NC(=O)COc2ccc(C)cc2Br)cc1 | -3 | -1 | 1 | 13 | -1 | -37 | -3 | 17
COc1cc(-c2noc(C)c2C(=O)NCCCN2CCOCC2)cc(OC)c1OC | -1 | -8 | 2 | -1 | 6 | 16 | 2 | 2
Nc1nc(N)c(Cc2ccc(Cl)cc2Cl)c(N)n1 | -1 | -9 | 4 | 4 | -12 | 36 | -1 | 8
Cc1cc(C)n2nc(C(=O)Nc3cccc(S(=O)(=O)N4CCCC4)c3)nc2n1 | -1 | -7 | 4 | 1 | 0 | 4 | 6 | 0
CCN(CC)CCCN=C(N)N | -5 | 2 | / | -7 | / | 2 | 16 | 2
Cc1ccc2c(c1)N(C(=O)CCC(=O)N1CCC(C(N)=O)CC1)CCO2 | 6 | 7 | -3 | 8 | -4 | 9 | -2 | -3

(more compounds)
SMILES | APJ agonist | ATG4B inhibitor | EBI2 antag | UBC13 polyUb | CXCR6 inh | Gli-Sufu antag | APJ antagonist | CCR6 antagonist
O=C(CCN1C(=O)c2ccccc2S1(=O)=O)Nc1ccc(F)c([N+](=O)[O-])c1 | 4 | 7 | -4 | -5 | -4 | -4 | -9 | 3
COc1cc(NC(=O)CNc2ccc(Cl)c(S(=O)(=O)N3CCOCC3)c2)cc(OC)c1 | 0 | -67 | -2 | 2 | 5 | -7 | -15 | -6
CCCCCn1c(N)c(-c2nc3ccccc3o2)c2c([N+](=O)[O-])nn(C)c(=O)c21 | / | 3 | -4 | / | 4 | 3 | / | 12
CC(C)Cn1c(N)c(C(=O)COC(=O)c2cc(F)cc(F)c2)c(=O)n(C)c1=O | 0 | 1 | 6 | 1 | -4 | -1 | 7 | 28
Cc1ccc(NC(=O)Cc2nn(C)c(=O)c3ccccc23)cc1F | 0 | -4 | -4 | -6 | -11 | 67* | -4 | 2
Cc1ccccc1COc1ccc2oc(C)c(C(=O)O)c2c1 | -2 | 10 | -8 | -6 | -13 | 5 | -2 | -4
COc1ccc(C(=O)NC(=S)N2CCNC(=O)C2)cc1Br | -2 | -7 | -5 | -3 | -7 | 5 | 5 | -6
COc1cc(NC(C)CCCNC(C)C)c2ncccc2c1OC (stereo unspecified) | / | -6 | -21 | / | -13 | 10 | / | -12
CC(C)(C)OC(=O)C[C@H]1C/C=C\C[C@@H](CC(=O)N(CCO)Cc2ccccc2)C(=O)N[C@@H](c2ccccc2)COC1=O | -1 | -9 | -2 | 7 | -6 | 4 | -3 | -7
CCOc1ccc(C(=O)Nc2ccc3c(c2)OCO3)cc1OCC | 1 | -6 | 9 | -5 | -9 | -8 | -4 | 2
CCOC(=O)c1ccc(NC(=O)Cn2cccc2)cc1 | 3 | 2 | -3 | -3 | -2 | -12 | -27 | -7
O=C1C(=C(c2ccccc2)c2ccccc2)Nc2ccccc21 | -8 | 43* | 13 | -119 | 32 | -23 | 30 | 46
COc1ccc(C(=O)N/C(=C/c2cccnc2)C(=O)N2CCOCC2)cc1OC | -2 | 5 | -3 | 4 | -4 | 3 | 1 | 3
CCn1c(C)cc(C=C2C(=O)c3ccccc3C2=O)c1C | / | 6 | 0 | / | 9 | 4 | / | 21
COc1cc(/C=C(\C#N)C(=O)NCCc2ccccc2)cc(OC)c1O | -1 | -2 | 20 | -81 | 16 | 2 | 33 | 21
CC(C)C(=O)NC(NC(=S)NC1CCS(=O)(=O)C1)C(Cl)(Cl)Cl (stereo unspecified) | 5 | -12 | -7 | -6 | -6 | 0 | -13 | -12
CCCOc1ccc(C(C)=O)cc1CN1CCOCC1 | -2 | 0 | -3 | -1 | 0 | 30 | -9 | 6
CCOc1ccc(NC(=O)C2CC(=O)N(CCc3ccc(OC)c(OC)c3)C2)cc1OCC (stereo unspecified) | -3 | -5 | -14 | -12 | 0 | / | 4 | 3
CCOc1ccc2c(c1)C(N(CCN1CCOCC1)C(=O)Nc1ccc(OC)cc1OC)CC(C)(C)O2 (stereo unspecified) | -2 | 2 | 2 | -10 | 3 | 23 | -16 | 14
Cc1cccc(NC(=O)c2cccnc2)c1C | 1 | -3 | -9 | -6 | 10 | -8 | -6 | 11

Entries of single compounds, looked up by structure:
`CCOC(=O)c1ccc(NC(=O)Cn2cccc2)cc1` across the screens: APJ agonist: 3; ATG4B inhibitor: 2; EBI2 antag: -3; UBC13 polyUb: -3; CXCR6 inh: -2; Gli-Sufu antag: -12; APJ antagonist: -27; CCR6 antagonist: -7
`COc1cc(NC(C)CCCNC(C)C)c2ncccc2c1OC` (stereo unspecified) across the screens: APJ agonist: /; ATG4B inhibitor: -6; EBI2 antag: -21; UBC13 polyUb: /; CXCR6 inh: -13; Gli-Sufu antag: 10; APJ antagonist: /; CCR6 antagonist: -12
